Screening data (PubChem)
TRHR ag: TRH receptor (human) agonism. AID 493084. TRHR cells, calcium flux fluo-8, FDSS agonist mode. hit rate 0.18% among 360,000. activation, % at 2 µM. P34981; in the data active = activation above about 30%; note: 0% is about no effect
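Agonist-mode FDSS calcium read (Ex 480/Em 530, 1 s cycles) in 1536-well TRHR cells with fluo-8 dye, after 10-cycle baseline and 23 nL compound addition; TRH at EC20 (10 nM final) added afterwards for the enhancer phase.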
mIDH1 inhibitor: blocks human mutant IDH1 R132H enzyme | O75874 | IDH1-R132H enzyme, NADPH consumption, diaphorase/resazurin fluorescence | Potency, µM (doses to about 76.6 µM), inactives show at the top dose activity change, negative = inhibition, actives largely listed as inhibitors | hit rate 0.093% among 390,000; note: potency is the fitted concentration of half-maximal effect; % is set by controls: 0 for no effect and ±100 for the full control effect; nearly all actives have a fitted effect of over 65% in size
Target sequence (O75874 whole entry R132H, stated change not applied): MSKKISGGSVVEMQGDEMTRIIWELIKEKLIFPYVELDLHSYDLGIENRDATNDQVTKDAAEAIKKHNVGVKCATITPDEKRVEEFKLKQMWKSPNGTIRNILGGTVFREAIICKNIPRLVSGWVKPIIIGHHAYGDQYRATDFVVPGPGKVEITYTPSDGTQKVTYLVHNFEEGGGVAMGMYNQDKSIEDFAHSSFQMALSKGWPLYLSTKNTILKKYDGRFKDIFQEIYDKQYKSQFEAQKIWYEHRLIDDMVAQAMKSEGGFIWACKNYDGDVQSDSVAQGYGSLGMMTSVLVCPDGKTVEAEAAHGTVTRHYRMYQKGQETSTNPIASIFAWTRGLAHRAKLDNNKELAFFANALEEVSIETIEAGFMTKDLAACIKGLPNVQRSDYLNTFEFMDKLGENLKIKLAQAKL
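IDH1-R132H (0.5 ug/mL dispensed) in pH 7.5 Tris buffer was preincubated 30 min with compound, then given a substrate mix of 0.016 mM NADPH and 2 mM alpha-KG for 80 min at room temperature; remaining NADPH was read by diaphorase/resazurin fluorescence.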
Pin1 inh: inhibitors of human Pin1 | Q13526 | Pin1 FP peptide displacement, HiFluor488, 10 min | Potency, µM (titrated, usually from 115 µM), inactives show at the top dose activity, negative = inhibition, hits mostly inhibitors | hit rate 0.009% among 390,000 | AID 504891; active = well fitted inhibition curve with a large enough effect in the polarisation, with a control signal flat, not every such curve was filed as active; inconclusive = small, poorly fitted or top-dose-only effect, or effect the other way, or a change in a side signal; inactive = no such curve, though single readings can be large or run the other way; the % refers to the polarisation; note: potency is the fitted concentration of half-maximal effect; % is set by controls: 0 for no effect and ±100 for the full control effect
Target sequence (Q13526 whole entry, looked up): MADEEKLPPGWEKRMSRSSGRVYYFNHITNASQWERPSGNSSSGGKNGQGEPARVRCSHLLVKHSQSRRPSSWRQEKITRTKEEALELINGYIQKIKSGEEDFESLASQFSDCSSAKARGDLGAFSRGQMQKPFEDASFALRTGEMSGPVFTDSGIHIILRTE
D2 antagonist: D2 dopamine receptor (human) antagonism. HEK293 TREx D2 cells, calcium flux, dopamine EC80. inhibition, % at 10 µM. hit rate 2% among 340,000; in the data active = inhibition above about 30%; note: 0% is about no effect
Target sequence (P14416 whole entry, looked up): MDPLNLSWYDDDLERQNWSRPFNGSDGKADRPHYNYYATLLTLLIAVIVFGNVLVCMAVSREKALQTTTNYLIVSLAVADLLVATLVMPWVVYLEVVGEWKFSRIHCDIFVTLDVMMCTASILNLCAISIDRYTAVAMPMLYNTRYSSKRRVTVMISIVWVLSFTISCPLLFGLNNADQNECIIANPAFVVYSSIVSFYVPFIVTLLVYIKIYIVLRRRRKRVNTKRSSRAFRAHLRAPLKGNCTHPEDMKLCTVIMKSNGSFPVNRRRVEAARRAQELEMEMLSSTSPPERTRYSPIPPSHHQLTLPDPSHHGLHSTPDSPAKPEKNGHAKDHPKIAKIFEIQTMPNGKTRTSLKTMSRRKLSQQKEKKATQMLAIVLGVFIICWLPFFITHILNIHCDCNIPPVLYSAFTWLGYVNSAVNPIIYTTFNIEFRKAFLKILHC
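Calcium mobilization kinetics were recorded at 1 s intervals in tetracycline-induced HEK293 T-REx D2 cells, first for 180 s after compound addition and then 180 s after EC80 dopamine.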
D2 ag: agonists of human D2 dopamine receptor; P14416; HEK293 T-REx D2 cells, calcium flux agonist mode; activation, % at 2 µM; hit rate 0.53% among 340,000; AID 485358;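 active = activation over 3 SD above normal in the single-dose calcium agonist read, cut at about 30% in these data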; note: 0% is about no effect
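Agonism scored from kinetic calcium signal (1 read/sec, 180 s) following compound pin transfer, after a 10 s baseline. Cells: HEK293 Trex line expressing inducible D2 receptor coupled to calcium, dye-loaded after overnight culture at 30 C.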
TrxR1 inh: inhibitors of rat thioredoxin reductase 1; O89049; recombinant rTrxR1, NADPH fluorescence consumption, selenite substrate; Potency, µM (series often up to 114 µM), for inactives: at the top dose activity change, negative = inhibition, usual class: inhibitors; hit rate 1% among 390,000; AID 588453; note: potency is the fitted concentration of half-maximal effect; % is set by controls: 0 for no effect and ±100 for the full control effect; nearly all actives have a fitted effect of over 65% in size
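Rat TrxR1 (90 nM in the dispensed reagent) was pre-reduced with 400 uM NADPH for 5 min at room temperature, then incubated with compound for 15 min. After 400 uM selenite was added, NADPH fluorescence (Ex 340/Em 450 nm) was followed for 8 min.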
TrxR1 substrate: is turned over as a substrate by rat TrxR1. AID 588456. purified TrxR1 substrate turnover, NADPH consumption readout. hit rate 0.01% among 390,000. O89049. Potency, µM (series often up to 114 µM), inactives show top-dose activity change, negative = substrate turnover; note: potency is the fitted concentration of half-maximal effect; % is set by controls: 0 for no effect and ±100 for the full control effect; nearly all actives have a fitted effect of over 50% in size
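Rat TrxR1, dispensed at 90 nM, was prereduced with 400 uM NADPH (final) for 5 min at ~22 deg C, then incubated with compound 15 min before 400 uM selenite. A first-read NADPH fluorescence drop versus no-compound background flagged substrates.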
TRHR enhancer: TRH receptor (human) allosteric enhancement. P34981. TRHR cells, fluo-8 calcium fluorescence, EC20 TRH enhancement. enhancement, % at 2 µM. hit rate 0.66% among 360,000; in the data active = enhancement above about 30%; note: 0% is about no effect
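Enhancer read-out: after compound pinning and an initial kinetic agonist-mode read, an EC20 of TRH (10 nM final) was injected and fluo-8 calcium signal (Ex 480/Em 530) followed at 1 s/cycle for 100 cycles in TRHR-expressing cells.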
USP1-UAF1 inh: blocks the human USP1/UAF1 deubiquitinase complex. O94782. AID 743255. hit rate 0.23% among 390,000. Potency, µM (highest dose often 57.1 µM), for the others: top-dose activity change, negative = inhibition, hits mostly inhibitors. recombinant USP1/UAF1, Ub-Rhodamine cleavage fluorescence; note: potency is the fitted concentration of half-maximal effect; % is set by controls: 0 for no effect and ±100 for the full control effect; nearly all actives have a fitted effect of over 60% in size; inactives centre near -12
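Step one: compound is pinned into 1nM USP1/UAF1 in HEPES pH 7.8 buffer with TCEP. Step two: 15 min room-temperature incubation. Step three: Ub-Rho (150nM final) starts cleavage, tracked by fluorescence over six one-minute reads.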
Active calls of the source: *; ? = inconclusive; · = no result given; & = joins results of further samples; [ ] = remark or other dose. Unless noted, calls come from the whole dose curve; as a rule, active = well fitted inhibition curve with a large enough effect; inconclusive = small, poorly fitted or top-dose-only effect; inactive = no such curve, though single readings can be large or run the other way. An excerpt; the hit share may differ from the screen's.

SMILES | TRHR ag | mIDH1 inhibitor | Pin1 inh | D2 antagonist | D2 ag | TrxR1 inh | TrxR1 substrate | TRHR enhancer | USP1-UAF1 inh
COc1cccc(OC)c1C(=O)NC(=S)Nc1ccc2oc(-c3ccncc3)nc2c1 | 1.5 | 0.0% | 11.0% | -20.4 | 1.6 | ? | -5.5% | -2.2 | -16.0%
COC(=O)CSc1n[nH]c(-c2cccnc2)n1 | 0.4 | -2.2% | 0.6% | 0.2 | -0.2 | 13.0% | 10.2% | -2.1 | -24.2%
COc1ccc(N2CC(C(=O)N/N=C/c3ccc([N+](=O)[O-])cc3)CC2=O)cc1 (configuration not stated) | -0.9 | -2.1% | 8.2% | 15.9 | 2.9 | 5.6% | -3.0% | 0.1 | -21.8%
O=C(NNS(=O)(=O)c1ccc([N+](=O)[O-])cc1)c1ccc2ccccc2c1O | 0.5 | -11.6% | -11.2% | 1.5 | 0.1 | 1.0% | -8.7% | -4.7 | -16.5%
CC(C)CN(Cc1c(O)ccc2c(=O)c(-c3ccccc3)coc12)CC(C)C | -0.1 | 1.6% | 2.3% | -10.9 | -2.4 | 12.5% | 45.8%[activator] | -7.8 | -23.1%
Cc1c(NC(=O)c2cc(-c3ccc4c(c3)OCO4)on2)c(=O)n(-c2ccccc2)n1C | 1.2 | 5.1% | 1.8% | 13.2 | -0.3 | 8.5% | 6.5% | 3.7 | -13.5%
O=C1C=C(c2ccccc2)C[C@@H](c2ccc3c(c2)OCO3)C1 | -0.2 | -4.5% | ? | -13.6 | 0.0 | 26.6% | 4.0%[57.1 µM] | 3.0 | ?
CCOc1ccc(NC(=O)C(C)C(Cc2ccc(C)cc2)C(=O)O)cc1 (configuration not stated) | 0.2 | -8.9% | -5.8% | -8.5 | 0.9 | 11.9% | -4.8% | -1.1 | -6.1%
Cn1c(SCc2ccccc2)nnc1-c1cnccn1 | 0.2 | 0.0% | -5.2% | 37.1* | 0.0 | 6.2% | 4.1% | 1.7 | -24.6%
CCC(C(=O)Nc1ccccc1Cl)n1nc(C)c2c(C)n(-c3ccccc3)nc2c1=O (configuration not stated) | 3.1 | 0.0% | -8.6% | · | · | 1.0% | -8.5% | 12.3 | -27.8%
CC(=O)c1ccc(NS(=O)(=O)c2ccc3[nH]c(=O)[nH]c3c2)cc1 | 0.6 | ? | 36.7%[activator] | · | 2.2 | -0.1%[57.1 µM] | -6.8%[57.1 µM] | -1.5 | -31.2%
O=C(CN1C(=O)c2ccccc2S1(=O)=O)Nc1ncccn1 | 0.0 | 2.0% | -3.2% | 2.4 | 0.4 | -13.7% | -7.5% | 6.3 | -8.6%

Entries of single compounds as entered above. Screens in order: TRHR ag, mIDH1 inhibitor, Pin1 inh, D2 antagonist, D2 ag, TrxR1 inh, TrxR1 substrate, TRHR enhancer, USP1-UAF1 inh
CCC(C(=O)Nc1ccccc1Cl)n1nc(C)c2c(C)n(-c3ccccc3)nc2c1=O (configuration not stated) is listed as 3.1, 0.0%, -8.6%, ·, ·, 1.0%, -8.5%, 12.3, -27.8%
Cn1c(SCc2ccccc2)nnc1-c1cnccn1 is listed as 0.2, 0.0%, -5.2%, 37.1*, 0.0, 6.2%, 4.1%, 1.7, -24.6%

Following part.
SMILES | TRHR ag | mIDH1 inhibitor | Pin1 inh | D2 antagonist | D2 ag | TrxR1 inh | TrxR1 substrate | TRHR enhancer | USP1-UAF1 inh
CCc1c(O)nc(SCC(=O)Nc2ccccc2)n(-c2ccccc2)c1=O | 0.5 | 1.4% | 11.8% | -6.5 | -0.2 | 11.3% | 6.8% | 18.9 | -17.7%
CCCCN1C(=O)/C(=C2\SC(N3CCOCC3)=NC2=O)c2ccccc21 | -1.0 | 1.8% | -16.6% | 14.4 | 0.5 | 21.6% | 0.3% | -0.3 | -15.2%
O=C(OCC(=O)N1CCCc2ccccc21)c1cc(S(=O)(=O)N2CCOCC2)ccc1Cl | 0.1 | -6.0% | -4.1% | -0.2 | 0.4 | 2.8%[57.1 µM] | -2.0%[57.1 µM] | -1.8 | -16.2%
CCOC(=O)c1ccccc1NC(=O)c1sc2ncn(Cc3cccc(F)c3)c(=O)c2c1C | 0.2 | -6.0% | 8.5% | · | 0.2 | 10.7%[57.1 µM] | -3.5%[57.1 µM] | -5.7 | ?
CC(=O)Nc1ccc(S(=O)(=O)NNC(=O)COc2ccc(C)cc2)cc1 | 0.3 | 0.0% | -1.9% | 4.1 | -0.3 | 5.2%[57.1 µM] | 7.9%[57.1 µM] | 0.0 | -4.0%
CN1C(=O)N(CC(=O)N2CCN(c3ncccn3)CC2)C(=O)C12CCCCC2 | 0.6 | -1.7% | -4.3% | 11.8 | -0.3 | -0.8% | 15.6%[57.1 µM] | 3.5 | -16.7%
O=Cc1ccc(-c2cccc([N+](=O)[O-])c2)o1 | 0.2 | 7.0% | 5.5% | · | · | 8.9%[57.1 µM] | 6.4%[57.1 µM] | 11.8 | -12.1%
Cc1cc(=O)[nH]c2c1cnn2C(C)c1ccccc1 (configuration not stated) | -1.0 | 4.2% | 1.4% | · | · | 14.2% | 6.3% | 6.8 | -7.3%
CC(=O)C1=C(c2cccc([N+](=O)[O-])c2)N(C(C)=O)n2c(nnc2-c2ccc(C)cc2)S1 | 0.1 | -1.0% | -3.1% | · | · | 23.2%[57.1 µM] | 6.6%[57.1 µM] | -3.7 | -16.3%
COc1cc2cncc(Cc3ccc(Cl)cc3)c2cc1OC | -0.3 | 0.3% | -1.0% | 9.4 | 0.7 | 8.7% | -1.9% | 1.4 | -22.3%
Cc1cccc(-n2ncc3c(N4CCCC4)ncnc32)c1 | 0.2 | 3.7% | -2.5% | 13.1 | 0.6 | -8.9% | -2.2% | -6.3 | 7.6%
Cc1cc(C)c(NS(=O)(=O)c2ccc(-c3coc(C)n3)cc2)c(C)c1 | -0.2 | -11.6% | -0.2% | · | 0.9 | 16.7%[57.1 µM] | 2.9%[57.1 µM] | -1.3 | -28.9%
COc1ccc(-c2nnc(SCc3c(C)noc3C)n2N)cc1OC | -0.6 | 7.0% | -2.5% | 0.1 | -0.4 | 21.2% | 3.6% | -4.5 | -2.3%
CN(CC(=O)Nc1ccc(F)cc1)C(=O)COC(=O)c1cc(S(=O)(=O)N(C)C)ccc1N1CCCC1 | -0.7 | 2.3% | -3.2% | · | -0.4 | 3.0% | -1.6% | -3.2 | -8.6%
Cc1ccccc1NC(=O)Cc1nc(COC(=O)COc2ccccc2C(C)C)cs1 | 1.2 | 4.9% | 9.0% | 28.9 | 1.7 | 20.9% | -9.7% | -0.6 | -17.8%
O=C(CCN1C(=O)/C(=C/c2ccccc2Cl)SC1=S)Nc1ccccc1C(=O)O | 0.1 | 18.8% | ? | 2.0 | -3.0 | -13.5% | -15.3% | 1.9 | ?
COc1ccc(-c2cnn3c4c(c(C)nc23)CCN4C(C)C)cc1OC | -0.1 | 1.0% | 0.1% | -3.4 | 0.6 | 1.3% | 13.2% | 1.9 | -12.7%
COCCN(C(=O)CNC(=O)c1ccco1)C(C(=O)NC1CCCC1)c1ccc(OC)cc1 (configuration not stated) | 0.2 | 1.9% | 2.5% | 13.5 | -0.7 | 32.4%[activator][57.1 µM] | 12.8%[57.1 µM] | -1.8 | -10.1%
CCN(CC)S(=O)(=O)c1cc(NC(=O)NCCCl)ccc1C | -0.6 | -0.1% | -10.1% | -9.2 | -0.5 | 12.8% | 6.3% | -0.9 | -11.3%
Cc1nccc(-c2ccc(-n3c(C)ccc3C)cc2)n1 | 0.0 | -4.0% | 15.1% | -2.7 | 0.4 | 79.4µM* | 1.7% | 6.8 | -11.4%
COC(=O)c1sc(-c2ccc(C(C)(C)C)cc2)cc1NC(=O)/C=C/C(=O)O | -0.6 | -14.6% | ? | 5.0 | 0.0 | -1.1% | -6.3% | -0.4 | ?
Cc1nc(N2CCC(C)CC2)c2nnn(Cc3ccccc3)c2n1 | 0.2 | 5.2% | -2.7% | -24.3 | 0.4 | 5.1% | -3.8% | 8.2 | -28.1%
Cc1cccc(CNS(=O)(=O)c2csc(C(N)=O)c2)c1 | -0.2&-0.3 | -5.2%&-9.1% | 2.3%&-8.4% | 3.9 | -0.4&0.1 | 25.9% | 2.3% | -8.4&-4.9 | -22.0%&-29.9%
C=CCOc1ccccc1CN1CCCC(CCC(=O)N(C)CCc2ccccn2)C1 (configuration not stated) | -0.4 | -6.3% | 0.7% | -20.3 | -0.7 | 4.7%[57.1 µM] | 2.6%[57.1 µM] | 0.6 | -19.0%
CSc1nc(C)c(CCOC(=O)c2ccccc2)c(=O)[nH]1 | · | -7.2% | 1.3% | · | · | 6.8%[57.1 µM] | 19.8%[57.1 µM] | · | -9.1%
O=C(Nc1ccccc1Oc1ccccc1)c1ccc(Br)o1 | 0.1 | -1.5% | 4.3% | -2.0 | -0.5 | 3.5% | -2.6% | -2.3 | -7.0%
CCc1c(C)sc(NC(=O)c2cnn3cccnc23)c1C#N | 1.0 | 0.2% | 0.3% | -22.1 | 0.4 | 11.2% | -0.9% | 6.1 | -5.5%
COC(=O)c1cc(C(=O)Nc2ccc(Cl)cn2)cc([N+](=O)[O-])c1 | 0.0 | -11.7% | -0.3% | -1.2 | -0.3 | -4.1% | -4.0% | 3.7 | -23.0%
COC(=O)NC1CCS(=O)(=O)C1 (configuration not stated) | 1.0 | 4.6% | -3.2% | 21.9 | 0.3 | 28.3% | 9.3% | -4.4 | -5.3%
CCN(C(=O)CSc1nnc(NCCOC)s1)c1c(N)n(Cc2ccccc2)c(=O)[nH]c1=O | · | 28.0% | -0.7% | · | · | 4.7% | -1.4% | · | -12.5%
COc1cccc(C(=O)NC2CCN(C(=O)N3c4ccccc4Sc4ccccc43)CC2)c1 | 0.3 | -3.8% | 18.1% | 22.0 | 0.1 | 23.2% | -6.8% | 1.0 | -8.8%
O=C(c1ccc(Cl)c(S(=O)(=O)N2CCCCC2)c1)N1CCCC1 | 1.5 | 6.4% | 5.6% | 6.8 | 0.2 | -0.9% | -1.2% | 9.7 | 4.0%
